Assay outcomes as filed in PubChem BioAssay.
AddAB inh: growth inhibition of E. coli expressing H. pylori AddAB, primary screen, AddAB inhibitor project, absorbance; inhibition, % at 11.9 µM; AID 435030, 2010; 0.29% of 330,000 active; in the data active = inhibition above about 12%;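 note: 0% = vehicle wells of infected cells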
PfHsp90 set2: growth inhibition of PfHsp90-expressing yeast, primary screen, antimalarial PfHsp90 inhibitor project, S. cerevisiae, BacTiter-Glo luminescence, single point, set 2 | inhibition, % at 9.4 µM | BacTiter-Glo ATP, 48 h; yeast lacking PDR1 and PDR3 efflux regulators | AID 504621, 2011 | 0.32% of 310,000 active;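 active = every replicate shows inhibition above about 80%, whatever the replicate mean, limit read from the data; inconclusive = mean inhibition reaches the set limit but some replicate falls short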;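 note: 0% = DMSO neutral controls and 100% = 20 µM radicicol positive controls; yeast relying on Plasmodium falciparum Hsp90 in place of its own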
Tat export inh: E. coli Tat export inhibitors, primary screen, MC4100, TorA-mCherry reporter, fluorescence, single point; inhibition, % at 10 µM; 0.036% of 340,000 active; AID 488895, 2010;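 active = mean replicate inhibition at least 50% and at least half of replicates individually reaching 50%; inconclusive = only one of the two criteria met; inactive = neither criterion met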;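 note: exported cargo escapes ClpAP degradation while cytoplasmic cargo is degraded and loses fluorescence; 0% = median of neutral control wells and 100% = median of NaSCN control wells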
Rtt109 Vps75: inhibitors of C. albicans Rtt109/Vps75 HAT, primary screen, biochemical, ThioGlo CoA-SH fluorescence, plate reader | Histone acetyltransferase RTT109 (Candida albicans (strain SC5314 / ATCC MYA-2876)), … | purified Rtt109/Vps75, 4 h | inhibition, % at 34.9 µM | 0.16% of 330,000 active | AID 540336, 2011;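 active = inhibition of at least 50% in every replicate; inconclusive = best replicate reaches 50% inhibition but some replicates fall short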
Target sequence (Q5AAJ8 whole entry, looked up): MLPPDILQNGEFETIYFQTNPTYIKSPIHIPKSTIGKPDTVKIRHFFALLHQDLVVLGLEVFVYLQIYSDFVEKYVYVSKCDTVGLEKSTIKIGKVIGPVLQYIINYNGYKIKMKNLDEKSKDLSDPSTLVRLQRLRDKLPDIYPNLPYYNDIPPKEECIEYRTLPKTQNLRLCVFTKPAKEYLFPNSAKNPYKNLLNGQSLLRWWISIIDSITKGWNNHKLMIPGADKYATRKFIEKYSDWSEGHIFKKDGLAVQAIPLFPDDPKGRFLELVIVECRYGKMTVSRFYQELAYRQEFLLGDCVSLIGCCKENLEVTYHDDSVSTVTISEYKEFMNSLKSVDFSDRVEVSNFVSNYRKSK
phage Ecoli inh: growth loss of phage-infected E. coli, primary screen, RecBCD inhibitor project, absorbance, with phage, HTS; inhibition, % at 11.9 µM; 0.26% of 360,000 active; in the data active = inhibition above about 11%
DAGLB inh: DAGLB lipase inhibitors, primary screen, biochemical, fluorescence, HTS; Diacylglycerol lipase-beta (Homo sapiens), Q8NCG7; HEK293T DAGLB membrane lysate, EnzChek fluorogenic substrate; inhibition, % at 5.17 µM; 0.059% of 340,000 active; in the data active = inhibition above about 34%;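 note: 0% = enzyme with vehicle and 100% = wells lacking enzyme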
Target sequence (Q8NCG7 whole entry, looked up): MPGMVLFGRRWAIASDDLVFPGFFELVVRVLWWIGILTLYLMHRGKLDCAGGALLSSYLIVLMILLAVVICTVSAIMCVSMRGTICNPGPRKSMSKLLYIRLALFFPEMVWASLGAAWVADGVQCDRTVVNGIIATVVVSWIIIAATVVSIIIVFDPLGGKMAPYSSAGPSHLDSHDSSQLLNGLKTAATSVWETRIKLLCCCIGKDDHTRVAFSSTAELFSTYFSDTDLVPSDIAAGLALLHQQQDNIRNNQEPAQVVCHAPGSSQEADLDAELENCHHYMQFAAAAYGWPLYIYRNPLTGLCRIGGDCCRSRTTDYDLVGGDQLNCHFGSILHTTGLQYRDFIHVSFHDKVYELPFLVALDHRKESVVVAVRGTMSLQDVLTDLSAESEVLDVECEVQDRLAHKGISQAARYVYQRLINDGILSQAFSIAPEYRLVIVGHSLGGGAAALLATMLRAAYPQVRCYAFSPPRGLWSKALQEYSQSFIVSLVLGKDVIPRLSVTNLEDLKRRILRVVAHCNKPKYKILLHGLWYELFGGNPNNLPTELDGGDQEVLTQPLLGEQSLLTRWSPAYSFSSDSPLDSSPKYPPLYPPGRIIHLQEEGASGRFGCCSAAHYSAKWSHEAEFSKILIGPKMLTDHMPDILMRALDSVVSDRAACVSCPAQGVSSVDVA
Ecoli viability: E. coli V3065 growth inhibition, primary screen, counter-screen for AddAB inhibitor project, absorbance, OD600 | 18 h | inhibition, % at 11.9 µM | 0.27% of 330,000 active | AID 449728, 2010;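 active = inhibition above the campaign's mean inhibition across all tested compounds plus 3 SD, cut at about 9.9% in these data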;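 note: uninfected addAB+ strain grown without phage in ampicillin broth; 0% = DMSO wells and 100% = ciprofloxacin 0.95 µg/ml wells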
CAL PDZ FP: CAL PDZ peptide-binding inhibitors, primary screen, biochemical, fluorescence polarization, Cer-tagged CAL PDZ, HTS | purified CAL PDZ, TMR-peptide fluorescence polarization, 1 h | inhibition, % at 20 µM | AID 504414, 2011 | Golgi-associated PDZ and coiled-coil motif-containing protein (Homo sapiens), Q9HD26 | 0.02% of 330,000 active;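 active = highest replicate inhibition of at least 40%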;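 note: plate controls were DMSO neutral control wells for no effect and unlabeled competitor peptide control wells for full effect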
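System: purified tagged CAL PDZ domain construct (CerCALP). Schedule: 1 h incubation at room temperature before polarization reading. Medium: 25 mM sodium phosphate pH 7.4, 150 mM NaCl, TCEP, IgG, Thesit. Read-out: percent inhibition from loss of millipolarization. Measured by: FP readout, S and P plane fluorescence. Probe or stimulus: fluorescent TMR peptide probe.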
PvdQ acylase: P. aeruginosa PvdQ acylase inhibitors, primary screen, biochemical, fluorescence, plate reader and imaging, single point | PvdQ acylase [Pseudomonas aeruginosa LESB58] | purified PvdQ acylase | inhibition, % at 10 µM | 0.063% of 340,000 active | AID 488965, 2010; in the data active = inhibition above about 30%, passing the limit was not always enough; inconclusive = no clear call, values can overlap the other calls;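 note: 0% = vehicle neutral wells and 100% = reference inhibitor wells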
Wnt act: Wnt/beta-catenin pathway activators, primary screen, cell-based, plate reader, single point; Wnt/beta-catenin reporter cell assay, activator; activation, % at 9.35 µM; 1.2% of 300,000 active; AID 743398, 2014; in the data active = activation above about 30%, passing the limit was not always enough; inconclusive = no clear call, values can overlap the other calls;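 note: 0% = neutral control wells and 100% = positive control wells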
The depositor's hits bear a star; ? = inconclusive; nt = no result given. No enrichment for hits; 1.9% or so of the library scored in one or more.

Fields: AddAB inh, PfHsp90 set2, Tat export inh, Rtt109 Vps75, phage Ecoli inh, DAGLB inh, Ecoli viability, CAL PDZ FP, PvdQ acylase, Wnt act
> Cc1nc(NC(=O)C2CC2)sc1C(=O)NC1CCCCC1
 : -1.0, -1, -1, -3, 4.1, nt, 1.7, -1.0, -14, 0
> Cc1onc(-c2ccccc2)c1C(=O)OCC(=O)N(C)c1c(N)n(Cc2ccccc2)c(=O)[nH]c1=O
 : -2.4, 10, -16, 6, 2.5, 1, -1.3, -3.3, -8, -2
> COC(=O)C(=C/C=C/c1cccnc1)C(=O)OC
 : 1.1, 4, -2, 8, 0.2, 2, -0.7, -1.2, 8, 2
> COc1ccc(OCC(O)CN2CCC(CN3C(=O)c4cccc5cccc(c45)C3=O)CC2)cc1 (stereo unspecified)
 : 1.4, -6, 5, 9, 2.5, 0, -0.3, -1.0, 7, -8
> CCOc1ccc(Nc2nc(Cc3nnc(SCC(=O)NC4CCCC4)n3C)cs2)cc1
 : 0.9, 9, 4, 3, 0.5, 3, 2.3, 0.6, -5, nt
> Cc1ccc[n+](C(C)C(=O)c2ccc(Cl)cc2)c1 (stereo unspecified)
 : 2.5, 16, 6, 0, 1.8, 1, -1.7, 0.2, -7, -1
> Nc1nonc1-n1nnc(C(=O)c2ccccc2)c1-c1ccccc1
 : 2.5, 5, -2, -6, 2.9, -7, -0.2, 0.5, 9, -1
> CCN(CC)CCOc1ccc2c(c1)C(=NO)c1cc(OCCN(CC)CC)ccc1-2
 : -0.6, -21, -2, 7, 3.0, 0, -4.1, -0.8, -16, -2
> O=C(NC1(O)C(=O)c2ccccc2C1=O)c1c(Cl)cccc1Cl
 : 4.7, 9, -12, 1, -0.1, nt, 1.3, -0.4, -16, -2
> Cc1noc(C)c1CSc1nc2ccccc2nc1NS(=O)(=O)c1ccc(Cl)cc1
 : 4.6, 2, 14, 7, nt, 13, 0.4, -1.9, -8, nt
> O=C(CCc1ccc(S(=O)(=O)NCCc2ccccc2)cc1)Nc1ccc2c(c1)OCCO2
 : 0.9, 20, 6, 2, 1.4, -1, 2.2, -0.3, -7, -2
> COc1ccc(C(=O)CN2C(=O)NC(C)(c3ccccc3)C2=O)cc1OC (stereo unspecified)
 : 1.9, -15, -2, 6, 3.3, -1, 2.3, 0.0, -4, nt
> CC1=NN(S(=O)(=O)c2ccc(F)cc2)C(=O)c2ccccc2O1
 : -0.3, 11, -7, 4, 0.5, 0, 1.1, -0.3, 12, 0
> CCN(C(=O)c1cc(S(=O)(=O)N2CCc3ccccc32)cn1C)c1ccccc1
 : 2.3, 14, -4, 10, 2.7, -2, -0.3, -0.8, -20, -4
> COc1ccc(CC(=O)NNS(=O)(=O)c2cccc([N+](=O)[O-])c2)cc1OC
 : 1.7, 7, -2, -6, -0.8, -3, -0.4, -1.1, -9, -2
> CCn1c(SCC(=O)Nc2cc(C)on2)nnc1-c1ccc(S(=O)(=O)N2CCN(C)CC2)cc1
 : 1.4, -11, 1, 6, 1.6, 2, 2.5, 0.2, -2, nt
> CN1CCN(NC(=O)c2cccc(S(=O)(=O)N3CCCCCC3)c2)CC1
 : -0.3, 3, -9, -8, 1.7, -1, 2.1, -2.7, -14, -1
> Cc1cccc(NCc2nnc(-c3ccccc3)o2)c1C
 : 2.9, nt, 2, -18, 3.5, -2, 1.2, -1.0, 1, -3
> COc1ccccc1CN1CC(C(=O)N2CCC(C(=O)c3ccccc3)CC2)CCC1=O (stereo unspecified)
 : 2.9, 9, 3, -9, -1.7, -3, -0.9, -0.7, -15, 10
> COc1cccc(C2CC(c3cccc(OC)c3)n3nc(N)nc3N2)c1 (stereo unspecified)
 : 2.9, 3, ?, 3, 2.9, 4, 1.5, 0.4, 10, -2
> CC(C)C[C@@H](CNCC(=O)[C@H](CC(=O)O)NC(=O)c1[nH]cnc1C(=O)N[C@H](CN)CC(C)C)NC(=O)c1nc[nH]c1C(=O)N[C@@H](Cc1ccccc1)C(=O)O
 : nt, -24, 8, 7, -5.2, 0, nt, 0.1, -10, -2
> Cc1ccc(-c2nnc(CSc3nnc(COc4ccccc4)n3-c3ccccc3)o2)cc1
 : 1.9, nt, 15, -2, 3.2, 0, -0.8, -1.3, -14, 2
> Cc1ccc(NC(=O)Cc2nc(COC(=O)c3c(F)cccc3Cl)cs2)cc1
 : 1.7, -6, 3, 5, 0.0, -10, 1.9, 0.5, 7, 0
> Cc1ccc(S(=O)(=O)N2CCOCC2)cc1NC(=O)CSc1ccccn1
 : -0.2, nt, -4, 3, 0.0, 1, -3.1, -0.4, -12, 0
> COc1ccccc1-c1cc(C(=O)Nc2cc(C)on2)no1
 : 0.9, 22, -11, -1, 2.7, -8, -0.9, 5.6, -6, 5
> CCC(C)[C@@H](C(=O)NCC1CCC(C(=O)O)CC1)n1nnc2ccccc2c1=O (stereo partly specified)
 : 3.1, 4, 0, -9, 3.7, -2, -1.1, -0.2, -17, 6
> COc1cccc(OC)c1C(=O)Nc1ccc(S(=O)(=O)Nc2cc(C)nc(C)n2)cc1
 : 3.8, 2, 1, -6, 0.5, 0, -2.1, -1.5, -14, -6
> O=C(COC(=O)c1cccnc1)Nc1ccc2c(c1)OCO2
 : 1.0, 6, 5, 4, 2.0, -2, -0.6, 0.6, -11, 0
> Cn1c(N)c(-c2ccccc2)c2ccc([N+](=O)[O-])cc2c1=O
 : 0.4, -10, -2, 2, 1.0, 3, 0.1, 1.5, -3, -1
> CCCCOC(=O)c1ccc(N/C(=N\S(=O)(=O)c2ccccc2)c2ccccc2)cc1
 : 1.6, -14, -3, -1, 2.9, -2, 2.3, -1.1, -13, -2
> CCSc1ccccc1C(=O)Nc1nc2ccccc2c(=O)[nH]1
 : 3.0, 7, -4, 6, 2.9, 0, 0.5, -3.3, -9, 2
> COc1cc(CNCc2cccc3ccccc23)cc(OC)c1
 : 4.5, 1, 7, 2, -0.7, -2, 1.7, -0.1, -9, -1
> CC(C)OC(=O)CSc1nnc(CNc2cccc(Cl)c2)n1C
 : 1.6, -8, -3, 4, 1.3, 2, 2.1, -0.3, -8, -3
> Cc1ccc(NC(=O)CCNC(=O)c2ccccc2Cl)nc1
 : nt, -13, 7, -1, -1.5, 0, nt, 0.1, -6, -2
> CCCCn1c(N)c(N(Cc2ccccc2OC)C(=O)C(C)Oc2ccc(Br)cc2)c(=O)[nH]c1=O (stereo unspecified)
 : nt, -8, -6, -1, 0.1, 4, nt, -0.1, -9, -3
> Cc1c(N2C(=O)c3ccccc3C2=O)c(=O)n(-c2ccccc2)n1C
 : -2.6, 14, 0, -1, 2.2, 1, -1.3, -0.8, 1, nt
> COc1ccccc1/C=C1\SC(=S)N(Nc2nc(C)cc(C)n2)C1=O
 : 0.6, -39, -4, 6, 1.6, -2, 1.2, 1.2, -10, -4
> OCCNc1nc2ccccc2[nH]1
 : 2.1, nt, 0, 6, 2.3, -2, -0.5, -0.8, -7, 2
> CCCCC(CCCCl)C(=O)Nc1ccccc1 (stereo unspecified)
 : -1.4, 20, 0, 1, 3.9, -2, -0.9, -1.8, -7, -4
> C=CCN=C1CC(C)(C)C(C(=O)OC)C(O)=C1C(=O)CCC (stereo unspecified)
 : 0.9, 5, -1, 2, 4.6, -3, -1.0, 0.5, 1, -1
> CC(=O)/C(=C\N(C)C)Sc1ccc(C)cc1
 : 0.3, 5, -2, 1, 1.4, nt, -2.0, -0.5, -9, 3
> CC(C)N(CCn1c(SCC(=O)N2CC(=O)Nc3ccccc32)nc2ccccc2c1=O)C(C)C
 : 2.2, 0, -7, -7, 2.3, 2, 1.3, -2.5, -6, -1
> O=C(CC1C[C@H](C(=O)N2CCOCC2)[C@@]2(CCC3CCCC3)c3[nH]c4ccccc4c3CCN2C1=O)NCCCn1ccnc1 (stereo partly specified)
 : -0.5, 5, -3, -5, 3.4, 0, -2.9, -0.3, -8, -1
> Cc1ccc(S(=O)(=O)N(Cc2cccc([N+](=O)[O-])c2)C(=O)N2CCN(C)CC2)cc1
 : nt, -24, -5, 5, 1.6, -1, nt, -2.7, 8, 0
> Cn1c(C(=O)NCCCN2CCc3ccccc3C2)cc2c(=O)n(C)c3ccccc3c21
 : 1.3, nt, -3, 14, 1.2, 0, 0.0, -3.9, -9, -6
> COc1ccc(C(=O)NNC(=S)NC(=O)c2cc(-c3ccccc3)nc3ccccc23)cc1
 : -6.6, -12, 8, 18, -1.4, 10, -2.3, -4.1, -1, -3
> O=C(Nc1nnc(-c2ccc3c(c2)CCCC3)o1)c1ccccc1Cl
 : 2.8, -186, -2, 11, 0.4, 2, -5.2, -3.1, -8, 0
> COC(=O)c1ccc(COc2ccccc2/C=N/NS(=O)(=O)c2ccc(C)cc2)cc1
 : -1.8, nt, 1, 6, 1.2, -6, -2.1, nt, -7, nt
> COC(=O)N(NC(=O)C(O)(c1ccccc1)c1ccccc1)c1ccc(C)cc1
 : 0.4, -27, 1, 1, 7.3, 2, -2.1, -1.1, -9, nt
> CC(OC(=O)c1cc(Br)ccc1O)C(=O)NCc1ccc2c(c1)OCO2 (stereo unspecified)
 : 0.3, -14, 1, -2, 5.1, 1, 0.3, -2.9, -20, -1
> O=C(NCc1ccccn1)C1CCN(S(=O)(=O)c2cc(Cl)ccc2Cl)CC1
 : 1.6, 11, -8, -1, 0.9, 2, 0.3, 1.5, -14, 0
> CC(C)N1CCN(c2ccc(OCC3COC(Cn4cncn4)(c4ccc(Cl)cc4Cl)O3)cc2)CC1 (stereo unspecified)
 : nt, 113*, 4, 0, 1.7, 2, nt, -1.0, 3, -1
> CC1CCC(NC(=O)CSc2nnc(-c3cccnc3)o2)CC1 (stereo unspecified)
 : -0.6, 5, -1, -1, 1.8, -3, -2.3, -1.1, -4, -3
> COc1ccccc1NC(=O)COc1cccc2c1CCNC2=O
 : -0.4, -15, -1, 6, 5.1, 2, -1.5, -2.9, -15, -2
> O=C(NC1CCCC1)c1ccc(CS(=O)Cc2ccc(Cl)cc2)o1 (stereo unspecified)
 : 0.4, 21, -7, 2, 2.8, 0, -0.1, 0.2, -13, -1
> O=C(NC1CC2CCC(C1)N2Cc1ccccc1)c1ccccc1Cl (stereo unspecified)
 : 0.7, -3, -7, -1, 0.2, -3, 0.6, 0.6, 6, 0
> CC(C)N(C(=O)[C@H]1CC(CC(=O)NCc2ccco2)C(=O)N2CCc3c([nH]c4ccccc34)[C@]12C)C(C)C (stereo partly specified)
 : -0.7, 3, 3, 6, 0.9, -1, -4.3, 0.2, -22, -4
> COc1ccc(-c2csc(N3C(=N)SCC3=O)n2)cc1
 : -0.3, -15, -1, 16, -1.7, 5, -1.7, -2.3, 9, nt
> Cc1ccc(N(Cc2cc(=O)[nH]c3ccccc23)C(=O)C(C)C)c(C)c1
 : -1.2, 8, 0, 1, -1.0, 2, -0.9, -0.1, 11, 0
